SENP8 block-1: human SENP8 protease inhibitors, primary screen, biochemical, fluorescence, Nedd8 protein substrate, uHTS; recombinant SENP8; inhibition, % at 20 µM; 0.64% of 360,000 active; AID 602440, 2012; in the data active = inhibition mostly above about 40%, no sharp cut-off; inactive = mostly below about 27%
Apaf-1 inh: inhibitors of human Apaf-1 apoptosome, primary screen, biochemical, DEVD-Rh110 fluorescence, uHTS; AID 489030, 2010; Apoptotic protease-activating factor 1 (Homo sapiens), O14727; inhibition, % at 20 µM; 0.71% of 330,000 active; reconstituted apoptosome caspase-3 activity; active = inhibition of at least 40% at 20 µM;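 note: plate controls were DMSO wells for no effect and DEVD-CHO caspase inhibitor wells for full effect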
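System: reconstituted apoptosome with Apaf-1, cytochrome c, caspase-9, procaspase-3, dATP; Signal: Rh110 fluorescence intensity; Schedule: 30 min compound preincubation, 50 min activation, room temperature; Reagent: cytochrome c trigger plus (Z-DEVD)2-Rh110 caspase-3 substrate.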
SENP8 block-2: SENP8 protease inhibitors, primary screen, biochemical, luminescence. Sentrin-specific protease 8 (Homo sapiens), Q96LD8. purified SENP8, Z-RLRGG-aminoluciferin cleavage. inhibition, % at 10 µM. 1.2% of 330,000 active. AID 2540, 2010; in the data active = inhibition above about 50%
SENP7 inh: SENP7 protease inhibitors, primary screen, biochemical, luminescence, uHTS | AID 434973, 2010 | Sentrin-specific protease 7 (Homo sapiens), Q9BQF6 | recombinant SENP7, Z-RLRGG-aminoluciferin luminescence, 40 min | inhibition, % at 5 µM | 1.5% of 330,000 active;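 active = inhibition above about 50% at the single test dose, limit read from the data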;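 note: plate controls were DMSO with enzyme for no effect and no enzyme buffer wells for full effect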
Target sequence (Q9BQF6 706-1050 limits assumed): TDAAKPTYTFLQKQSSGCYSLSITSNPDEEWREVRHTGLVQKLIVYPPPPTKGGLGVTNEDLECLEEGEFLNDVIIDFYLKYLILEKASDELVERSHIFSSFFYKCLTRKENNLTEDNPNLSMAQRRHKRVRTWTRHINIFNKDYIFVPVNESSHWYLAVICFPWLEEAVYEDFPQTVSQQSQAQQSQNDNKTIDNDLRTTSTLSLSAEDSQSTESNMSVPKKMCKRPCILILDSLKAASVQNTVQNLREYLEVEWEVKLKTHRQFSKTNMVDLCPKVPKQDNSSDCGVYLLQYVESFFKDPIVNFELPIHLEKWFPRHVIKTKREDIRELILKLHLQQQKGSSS
SENP6 block: SENP6 protease inhibitors, primary screen, biochemical, luminescence, uHTS; Sentrin-specific protease 6 (Homo sapiens), Q9GZR1; Recombinant SENP6 catalytic domain, aminoluciferin luminescence; inhibition, % at 10 µM; 1.8% of 330,000 active; AID 2599, 2010;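 active = inhibition above about 50% at the single tested dose, limit read from the data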;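 note: plate controls were DMSO wells with enzyme for no effect and DMSO wells lacking enzyme for full effect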
Target sequence (Q9GZR1 628-1112 limits assumed): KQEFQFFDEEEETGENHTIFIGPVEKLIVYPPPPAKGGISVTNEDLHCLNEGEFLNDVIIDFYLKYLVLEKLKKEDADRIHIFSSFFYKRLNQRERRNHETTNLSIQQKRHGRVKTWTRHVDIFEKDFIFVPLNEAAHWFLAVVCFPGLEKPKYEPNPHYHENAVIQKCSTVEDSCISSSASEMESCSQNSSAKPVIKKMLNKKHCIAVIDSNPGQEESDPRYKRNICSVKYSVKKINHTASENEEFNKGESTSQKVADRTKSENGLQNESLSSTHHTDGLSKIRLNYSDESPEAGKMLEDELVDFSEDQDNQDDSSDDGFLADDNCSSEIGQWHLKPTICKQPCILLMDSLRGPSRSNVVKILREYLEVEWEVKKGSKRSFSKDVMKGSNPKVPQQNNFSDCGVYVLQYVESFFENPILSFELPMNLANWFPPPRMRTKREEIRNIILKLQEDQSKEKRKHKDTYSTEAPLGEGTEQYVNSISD
PfG6PD inh: PfG6PD enzyme inhibitors, primary screen, biochemical, fluorescence intensity, uHTS; inhibition, % at 20 µM; PfGluPho enzyme, NADPH resazurin-diaphorase fluorescence; 0.78% of 350,000 active; AID 504690, 2011; glucose-6-phosphate dehydrogenase-6-phosphogluconolactonase (Plasmodium falciparum 3D7);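 active = inhibition reaching at least a set limit at 20 µM in the primary screen, cut at about 59% in these data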;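 note: 0% = DMSO wells with substrate and 100% = DMSO wells lacking glucose-6-phosphate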
HKDC1 inhibitor: HKDC1 hexokinase inhibitors, primary screen, biochemical, fluorescence, uHTS; inhibition, % at 20 µM; 0.16% of 340,000 active; Q2TB90; AID 493160, 2011; recombinant HKDC1, G6PDH/diaphorase resazurin coupled fluorescence;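 active = inhibition above about 35% when tested at 20 µM, limit read from the data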;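 note: plate controls were DMSO wells with enzyme for no effect and DMSO wells lacking enzyme for full effect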
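Test system: recombinant HKDC1 (HK5) hexokinase enzyme, produced in-house; Amount: enzyme 5 µg/mL final; Buffer or medium: Tris pH 8.0 buffer with MgCl2, Tween-20, BSA, BME; Reagent: glucose and ATP substrates; Doses: 20 µM test compound, 1% DMSO; Incubation: 90 min reaction incubation at room temperature, dark; Detection: resorufin fluorescence at 613 nm.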
SENP1 inh: human SENP1 catalytic domain inhibitors, primary screen, biochemical, FRET, uHTS. Sentrin-specific protease 1 (Homo sapiens), Q9P0U3. recombinant SENP1 catalytic domain, CyPet-SUMO1-YPet FRET cleavage. 0.21% of 360,000 active. inhibition, % at 10 µM;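 active = inhibition at least 30% at 10 µM, raw YFP signal under a set limit, fluorescence ratio 0.5 to 1.5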;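 note: 0% = enzyme with DMSO and 100% = no enzyme wells; some results filed as inactive read as strong as hits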
Target sequence (Q9P0U3 419-644 limits assumed): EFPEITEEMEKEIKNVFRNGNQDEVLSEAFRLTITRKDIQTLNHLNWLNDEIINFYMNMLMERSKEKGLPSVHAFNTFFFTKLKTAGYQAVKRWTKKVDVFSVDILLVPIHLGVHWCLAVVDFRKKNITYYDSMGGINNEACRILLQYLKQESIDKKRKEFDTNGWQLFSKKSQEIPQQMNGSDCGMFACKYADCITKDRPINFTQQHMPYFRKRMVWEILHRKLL
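system = hSENP1 catalytic domain, recombinant | reagent = SFCypet-SUMO1-SFYpet substrate at 25 nM | doses = one dose per compound, 10 µM, 0.5% DMSO | incubation = enzyme reaction for 50 min at room temperature, dark | measured by = FRET, CFP and YFP emission | controls = no-enzyme low, enzyme-DMSO high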
Starred values were filed as active, the others as inactive; nt = no result given.

SMILES	SENP8 block-1	Apaf-1 inh	SENP8 block-2	SENP7 inh	SENP6 block	PfG6PD inh	HKDC1 inhibitor	SENP1 inh
Cc1ccc(C(=O)OCC(=O)N(CCc2ccccc2)Cc2ccccc2)cc1S(=O)(=O)N1CCOCC1	5	12	1	1	-1	-12	-1	1
Cc1cc(NC(=O)C2CCCCC2)ccc1NC(=O)c1ccccc1Cl	5	2	0	4	-4	5	-10	2
COc1ccc(CNC(=O)CN(Cc2ccc(OC)cc2)C(=O)CCC(=O)Nc2nccs2)cc1	0	3	0	2	-24	-5	-3	0
COc1ccc(CN(C)C(=O)c2cc(S(=O)(=O)N3CCOCC3)ccc2N2CCCC2)cc1	10	10	-16	-4	-4	0	-5	0
CSc1nc2c(c(=O)[nH]1)C(c1cccc(Cl)c1Cl)CC(=O)N2 (configuration not stated)	14	14	-6	12	10	3	-19	3
COC(=O)[C@]1(Cc2ccccc2)N[C@H](c2ccc(SC3CCCCC3)c(OC)c2)[C@@H]2C(=O)N(C)C(=O)[C@@H]21	-82	21	3	9	-2	23	8	1
CCCCOc1ccc(C(=O)CCN2CCOCC2)cc1	6	6	2	4	1	14	-2	-1
Cc1ccc(-c2nnc(NCc3nc4ccccc4[nH]3)c3ccccc23)cc1S(=O)(=O)N1CCOCC1	-66	1	-2	4	8	10	20	-12
O=C(O)c1ccc(/C=C2\SC(=S)N(NC(=O)c3ccc(Br)cc3)C2=O)cc1	8	-7	-6	14	-8	-13	5	4
CC(NC(=O)c1ccccc1F)C1CC1 (configuration not stated)	8	0	-16	-7	2	-16	-1	1
COc1ccccc1CC(=O)Nc1ncc(C)s1	20	-8	3	-3	12	-9	2	3
N#Cc1nc(-c2cccc3ccccc23)oc1N	-481	3	-3	4	-3	-15	8	-31
Cc1cc(NC(=O)CCC(=O)N(Cc2ccc(F)cc2)C(C(=O)NC2CCCC2)c2ccco2)no1 (configuration not stated)	6	12	-9	11	-11	4	4	-1
O=C(Nc1cccc(-c2ccc(N3CCOCC3)nn2)c1)c1ccc([N+](=O)[O-])cc1	12	3	25	45	47	16	-2	0
CC(=O)Nc1ccccc1OC(C)C(=O)N1CC(C)CC(C)C1 (configuration not stated)	16	-16	-6	4	6	13	-5	1
COCc1cc(C)nc(OCC(=O)N/N=C/c2ccc(OC)c(OC)c2)c1C#N	-2	-12	-2	4	-5	-5	-8	1
CCC(C)NC(=O)c1ccccc1NC(=O)/C(=C/c1ccc(OC)cc1)c1ccccc1 (configuration not stated)	7	16	1	0	-6	-1	-6	2
COc1cc(C2c3c(oc4ccccc4c3=O)C(=O)N2CCN2CCOCC2)cc(OC)c1OC (configuration not stated)	9	-2	-6	0	-7	-8	-14	-5
CC(C)N(CCCNC(=O)c1nn(C)c2c1CS(=O)(=O)c1ccccc1-2)Cc1ccccc1	13	-14	-5	7	-1	-6	1	1
Cc1ccc(-c2ccnc3cc(C)nn23)cc1	-147	4	4	0	-7	0	-6	-10
CC(C)(CO)NCC(O)COc1ccc2c(c1)CCC2 (configuration not stated)	4	4	0	7	-4	-3	13	1
CC(C)(C)OC(=O)C[C@@H]1C/C=C\C[C@@H](CC(=O)N(CCO)Cc2ccccc2)C(=O)N2CCC[C@@H]2COC1=O	22	3	-3	-2	2	-8	-3	3
Cc1ccc(CNC(=O)C2CCC(=O)N(CCc3ccc(Cl)cc3)C2)cc1 (configuration not stated)	11	-2	-7	10	-11	5	0	1
Cc1ccccc1CN1C[C@@H]2C[C@@H](c3cnc(N4CCOCC4)s3)N3CCC[C@@]23C1=O	9	11	-10	-9	-8	-3	-4	4
COc1cccc(OC)c1C(=O)Nn1c(C2CCC2)nc2ccccc2c1=O	6	-21	2	10	-5	6	-13	-1
(list continues)
SMILES	SENP8 block-1	Apaf-1 inh	SENP8 block-2	SENP7 inh	SENP6 block	PfG6PD inh	HKDC1 inhibitor	SENP1 inh
Cc1ccc2nc(SCC(=O)c3ccc(Cl)s3)[nH]c2c1	17	23	0	-2	-6	62*	-3	4
COc1ccc(NC(=O)NC2CCCc3ccccc32)cc1 (configuration not stated)	2	-4	-6	3	-18	5	3	1
CCc1cccc(C)c1NC(=S)N(CCN(C)C)Cc1cccs1	7	5	-2	-4	-6	0	-4	2
Cc1ccc(N(C(=O)c2csnn2)C(C(=O)NC2CCCCC2)c2ccccn2)c(C)c1 (configuration not stated)	-2	13	12	3	2	4	-4	1
COc1ccc(NC(=O)Nc2ccccc2F)c(C)c1	0	-4	-19	-5	-6	8	-7	1
Cc1ccc[n+](CC(=O)c2ccccc2)c1	nt	16	-7	-5	2	nt	nt	nt
Cc1ccc(-c2nnn(CC(=O)N(c3ccc(F)cc3)C(C(=O)NC3CCCC3)c3ccncc3)n2)o1 (configuration not stated)	3	9	-4	-4	-26	-13	-6	1
O=C(COC(=O)C1CCN(c2ccc(C(F)(F)F)cn2)CC1)Nc1ccc(Cl)cc1	-42	25	-23	6	4	18	2	2
CC(C)c1nc(CN2CCCCC2)cc(=O)[nH]1	2	0	3	-1	-2	13	-10	1
CC(C)Oc1ccc(N2CC(C(=O)Nc3ccc4c(c3)OCO4)CC2=O)cc1 (configuration not stated)	16	-3	-2	5	-7	6	-7	-3
O=C(N/N=C/c1ccco1)C1CCCC1	-1	-5	-1	-4	-7	-16	-2	0
CN(CC(=O)Nc1ccccc1Cl)C(=O)CSc1nc2ccccc2s1	12	9	-11	-9	-14	20	11	-1
COc1ccc(C(CNC(=O)c2cc(S(=O)(=O)Nc3cccc(C)c3)ccc2C)N2CCOCC2)cc1 (configuration not stated)	5	nt	nt	nt	nt	-6	-3	2
Cc1nc(Cl)nc(N(C)c2ccccc2)c1[N+](=O)[O-]	30	-4	-8	2	12	3	10	1
CC1(C(=O)NNC(=O)c2cccc([N+](=O)[O-])c2)CC1(Br)Br (configuration not stated)	22	2	-9	11	18	8	4	-1
CC(=O)N1CCN(c2ccc([N+](=O)[O-])c(-n3nc(C)cc3C)c2)CC1	18	6	-6	8	-29	-14	0	1
C=CCSc1nc(O)c(CC)c(=O)n1C(C)CC (configuration not stated)	10	-7	5	-9	1	8	-2	1
O=C(COC(=O)CCc1c[nH]c(=O)[nH]1)Nc1ccccc1	-57	-4	1	3	-9	-6	-4	-17
CC1CCN(S(=O)(=O)c2cc(C(=O)Nc3ccccn3)ccc2Br)CC1	-10	21	8	-1	-9	6	-2	3
Cn1c(=O)c2c(nc(CN3CCN(c4ccc(F)cc4)CC3)n2Cc2ccccc2F)n(C)c1=O	30	19	-10	0	-5	-1	-3	1
Nc1c(C(=O)CSc2nncn2-c2ccccc2)c(=O)[nH]c(=O)n1C1CC1	8	-14	4	3	8	0	-1	4
C/C(=N\NC(=O)c1ccc([N+](=O)[O-])cc1)c1c(O)cc(C)oc1=O	14	2	34	10	47	-14	-7	4
C/C(CC(C)C)=N\NC(=O)Nc1ccccc1	8	1	2	3	-9	-5	-5	2
O=C1NCCCN1Cc1ccc(F)cc1	17	-8	3	3	0	-3	19	0
Cc1ccccc1NC(=O)Cc1nc(COC(=O)COc2cccc(C)c2C)cs1	2	27	-12	2	-22	10	1	-9

An excerpt of these results, with values under each structure.
Order of values: SENP8 block-1	Apaf-1 inh	SENP8 block-2	SENP7 inh	SENP6 block	PfG6PD inh	HKDC1 inhibitor	SENP1 inh
Cn1c(=O)c2c(nc(CN3CCN(c4ccc(F)cc4)CC3)n2Cc2ccccc2F)n(C)c1=O
  30	19	-10	0	-5	-1	-3	1
Nc1c(C(=O)CSc2nncn2-c2ccccc2)c(=O)[nH]c(=O)n1C1CC1
  8	-14	4	3	8	0	-1	4
C/C(=N\NC(=O)c1ccc([N+](=O)[O-])cc1)c1c(O)cc(C)oc1=O
  14	2	34	10	47	-14	-7	4
C/C(CC(C)C)=N\NC(=O)Nc1ccccc1
  8	1	2	3	-9	-5	-5	2
O=C1NCCCN1Cc1ccc(F)cc1
  17	-8	3	3	0	-3	19	0

(list continues)
SMILES	SENP8 block-1	Apaf-1 inh	SENP8 block-2	SENP7 inh	SENP6 block	PfG6PD inh	HKDC1 inhibitor	SENP1 inh
CCOc1ccc(N2C(=O)CC(NC3CCN(C(=O)c4cccs4)CC3)C2=O)cc1 (configuration not stated)	7	-9	1	4	17	7	3	2
CC(C)C(=O)Nc1cccc(C(=O)Nc2cc([N+](=O)[O-])ccc2Cl)c1	15	-9	2	2	-9	-20	-8	4
O=C(CCCC(=O)Nc1cccc(Br)c1)N/N=C/c1cc([N+](=O)[O-])ccc1O	18	10	-2	-5	6	-23	-15	6
O=C(NCc1ccccc1)c1noc2c1CCCCC2	9	-9	-7	-3	-26	-18	0	2
CCOC(=O)C(Cc1ccccc1)NC(=O)CNC(=O)CNC(=O)OCc1ccccc1 (configuration not stated)	17	-13	-1	11	-11	8	-9	0
CCOC(=O)c1ccc(S(=O)(=O)N2CCN(CCc3ccncc3)CC2)cc1	-3	4	-11	1	-7	-22	-2	3
O=C(NCc1ccccc1Cl)c1ccc(-c2ccccc2)cc1	12	-5	-9	1	-2	-23	-5	1
CCOC(=O)n1c(=O)[nH]c2ccc(Br)cc21	10	13	-9	10	-10	0	-8	4
COc1cc(/C=C/C(=O)Oc2coc(CSc3ncccn3)cc2=O)cc(OC)c1OC	-428	-13	2	8	6	-4	2	3
C/C(=N\OCC(=O)Nn1c(=O)[nH]c2ccccc2c1=O)c1cccs1	-16	-3	5	3	7	-13	-8	3
Nc1ccc(C(=O)N/N=C/c2c[nH]c3ccccc23)cc1	-187	0	-2	-4	-17	-3	1	-3
COCCCNC(=S)N(Cc1ccccc1)Cc1ccccc1	24	6	-8	-3	-28	-7	12	1
COc1ccccc1C(=O)COC(=O)c1c(-c2ccccc2)noc1C	14	20	-13	-8	-6	4	2	3
CCOc1ccc(N(CC(=O)Nc2ccc(C)cc2C)S(C)(=O)=O)cc1	9	6	-12	-12	-20	-18	-3	1
CCOC(=O)N1CCC(N2Cc3cccc(C(=O)NCC4CCN(CC(C)C)C4)c3C2=O)CC1 (configuration not stated)	3	16	-4	7	-2	3	4	-8
Cc1csc(SCC(=O)NC(=O)Cc2ccccc2)n1	13	-2	-11	-6	-18	-7	4	2
O=C(NC(Cc1ccccc1)C(=O)N1CCCC1C(=O)O)c1ccccc1 (configuration not stated)	9	-7	0	-4	-17	-18	-8	0
CC(=O)Nc1ccc(NC(=O)C2C3CCC(C3)C2C(=O)O)cc1 (configuration not stated)	8	0	4	9	5	-6	-6	2
Cc1cc(NC(=O)CC2CCCC2)n(-c2nc3ccccc3[nH]2)n1	16	9	-2	4	1	12	1	0
O=C1c2ccccc2NC(c2ccccc2)N1Cc1ccco1 (configuration not stated)	-484	-4	5	1	-3	1	-8	1

Only SENP1 inh and SENP8 block-1, for some of the entries so far:
Compound	SENP1 inh	SENP8 block-1
Cc1cc(NC(=O)CCC(=O)N(Cc2ccc(F)cc2)C(C(=O)NC2CCCC2)c2ccco2)no1 (configuration not stated)	-1	6
COc1ccc(NC(=O)Nc2ccccc2F)c(C)c1	1	0

Outcome played no part in choosing rows. Share with any hit: about 3.6%.
